# TbREL1 inh: TbREL1 RNA ligase inhibitors, primary screen, biochemical, FRET fluorescence; TbREL1 RNA ligation; AID 1117264, 2014; inhibition, % at 9.66 µM; 89,000 compounds, 0.49% hits; RNA-editing ligase 1, mitochondrial (Trypanosoma brucei brucei), P86926;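 active means inhibition above the mean inhibition across all screened compounds plus 3 SD, cut at about 11% in these data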;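 further: 0% = plate median of test wells and 100% = NSC42067 control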
# Target sequence (P86926 whole entry, looked up): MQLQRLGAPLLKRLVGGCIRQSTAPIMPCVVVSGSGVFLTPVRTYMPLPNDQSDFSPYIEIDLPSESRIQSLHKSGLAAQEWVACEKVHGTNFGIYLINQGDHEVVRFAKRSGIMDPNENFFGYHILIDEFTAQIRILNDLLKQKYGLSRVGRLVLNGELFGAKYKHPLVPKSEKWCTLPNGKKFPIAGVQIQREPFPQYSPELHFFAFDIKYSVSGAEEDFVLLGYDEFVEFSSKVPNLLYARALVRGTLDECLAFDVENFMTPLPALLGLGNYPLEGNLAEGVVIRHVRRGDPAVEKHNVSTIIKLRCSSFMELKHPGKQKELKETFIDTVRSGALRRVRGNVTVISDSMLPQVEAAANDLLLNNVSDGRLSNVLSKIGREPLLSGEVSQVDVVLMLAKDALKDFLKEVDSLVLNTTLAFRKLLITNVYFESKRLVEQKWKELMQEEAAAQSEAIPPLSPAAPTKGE
# * = called active by the depositor. Not all compounds are listed; the hit share may differ from the screen's.
no.	Structure	TbREL1 inh
1	CN(C)S(=O)(=O)c1ccc2c(c1)c(=O)c(C(=O)NCCCN1CCCCCC1)cn2C	0.2
2	CSc1nc(N)nc(SCC(=O)Nc2cccc(F)c2)c1C#N	5.3
3	Cn1c(=O)oc2cc(S(=O)(=O)NCCC(=O)NCCc3ccc(Cl)cc3)ccc21	0.4
4	O=C(c1ccccc1)c1nn(-c2ccc(Cl)cc2)cc1C(=O)c1cc2ccccc2oc1=O	0.6
5	CCOC(=O)CNc1nc(C#N)nc(N2CCOCC2)n1	0.6
6	CCN(CC)C(=O)CN(c1ccc(C)cc1)S(=O)(=O)c1ccc(SC)cc1	-1.3
7	COc1cc2c(-c3cc(F)cc(F)c3)c(-c3ccsc3)oc(=O)c2cc1OC	-0.3
8	CCc1ccc(N(C(=O)c2snc(C(N)=O)c2N)C(C(=O)NCC2CCCO2)c2ccco2)cc1 (stereo not given)	-3.4
9	CC1(OC(=O)C2CCCC2)C(=O)C=C2C=C(c3ccc(C#N)cc3)OC=C2C1=O (stereo not given)	-0.2
10	CCC(C)NC(=S)N1CCN(C(c2ccccc2)c2ccccc2)CC1 (stereo not given)	-5.0
11	CC(C)=CC(=O)Nc1cccc(S(=O)(=O)NC2=NCCCCC2)c1	3.3
12	CCOc1cc2c(cc1OCC)C(C(=O)O)C(c1cc(OC)c(OC)c(OC)c1)N(C)C2=O (stereo not given)	1.8
13	CCCCOc1ccccc1Cn1c(=O)oc2ccccc21	4.2
14	Cc1ccc(Nc2nc(NCCCN3CCOCC3)nc(N)c2[N+](=O)[O-])cc1C	4.4
15	Cc1ccc(-c2nc3c(=O)n(C)c4ccccc4c3o2)cc1	-0.1
16	COc1ccccc1NC(=O)Nc1ncccc1C	-1.0
17	CCOC(=O)N(C)c1c(CC)nc2c(OCc3ccc(F)cc3)cccn12	3.8
18	COc1ccccc1N(C(=O)CNC(=O)c1ccco1)C(C(=O)NC1CCCC1)c1ccncc1 (stereo not given)	-3.4
19	COc1ccc(CC(=O)OCC(=O)N2CCN(S(=O)(=O)c3ccc(C)cc3C)CC2)cc1OC	1.1
20	C=CCN(C(=O)CNC(=O)c1ccco1)C(C(=O)NC1CCCCC1)c1ccccc1F (stereo not given)	-0.2
21	Cn1c(=O)c2cc(NC(=S)NC3CC3)ccc2n1Cc1ccc(F)cc1	-0.8
22	CCC(ONc1ccccc1C(F)(F)F)(C(=O)NN(C)C)c1ccccc1 (stereo not given)	-0.7
23	COc1ccc(-c2cc(N3C(=O)Nc4ccccc4N3O)n[nH]2)cc1OC	1.4
24	O=S(=O)(c1ccccc1)c1cccc(S(=O)(=O)N2CCCCC2)c1	-1.2
25	COc1ccc(C2C(C(=O)Nc3ccccn3)=C(C)Nc3ncnn32)c(OC)c1 (stereo not given)	-0.7
26	CC(C)C(=O)N1CCN(c2c(Cl)cccc2[N+](=O)[O-])CC1	-1.3
27	CC(c1ccco1)N(C(=O)c1cccc(S(=O)(=O)N(C)C)c1)c1ccccn1 (stereo not given)	-0.3
28	CCOCCCNC(=O)N[C@H](C(=O)OC)C(C)CC (stereo not given in full)	1.8
29	CC(NC(=O)c1ccco1)C(=O)N1CCN(c2cccc(C(F)(F)F)c2)CC1 (stereo not given)	-0.3
30	CCCCc1nc2cc(C(=O)N3CCCC(COC)C3)ccc2o1 (stereo not given)	-6.0
31	COc1ccc2c(c1)-c1c(ssc1=S)C(C)(C)N2S(=O)(=O)c1ccc(C)cc1	-3.0
32	C[C@@H]1CCCN1c1ccc2c(c1)OCCCN(C1CC1)S2(=O)=O	-5.9
33	CCN(CCNC(=O)C1=C(C)C(=O)OC12CCC(C)CC2)c1ccccc1 (stereo not given)	-6.9
34	CCOC(=O)CSc1nnc(CNC(=O)c2cccs2)n1Cc1ccccc1	-1.2
35	Cc1nn(Cc2ccccc2Cl)c(C)c1NC(=O)NC12CC3CC(CC(C3)C1)C2	-8.8
36	O=C(COc1ccccc1CNCc1ccccc1)Nc1ccccc1	3.3
37	Cc1cccc(-n2ncc3c2CCCC3NC(=O)CN2CCOC2=O)c1C (stereo not given)	-1.3
38	Cn1cnc(S(=O)(=O)Nc2ccc(OC(F)(F)F)cc2)c1	0.0
39	CCOc1cc(N2CCOCC2)c(OCC)cc1NC(=O)c1nc2nc(C)cc(C)n2n1	-3.4
40	COc1cc([N+](=O)[O-])ccc1N	6.8
41	O=C1CCc2cc(S(=O)(=O)Nc3ccccc3)cc3c2N1CCC3	4.1
42	O=C(NCCCn1ccnc1)c1noc2c1CCc1ccccc1-2	-2.0
43	CCOC1=NN(c2ncc(C(F)(F)F)cc2Cl)C(=O)C1	-1.0
44	CC(C)n1c(O)c(N=Nc2ccc(Cl)c(C(=O)O)c2)c2ccccc21	0.5
45	COCCN(C(=O)COC(=O)c1cc2c(s1)CCC2)c1c(N)n(Cc2ccccc2)c(=O)[nH]c1=O	26.8*
46	Cc1cc(C)nc(SCC(=O)OCN2C(=O)c3ccccc3C2=O)n1	4.6
47	CC(C)n1nc(C(=O)Nc2cccc(S(=O)(=O)N3CCCCC3)c2)c2ccccc2c1=O	2.5
48	COc1ccc(C(=O)NNC2=CC(=O)CC(C)(C)C2)cc1	0.1
49	CCCN1CN(Cc2ccco2)c2nc3ccccc3n2C1	8.2
50	COc1cccc(CNS(=O)(=O)c2ccc3c(c2)N(C)CCO3)c1	3.2
51	COc1ccc(N2CCN(C(=O)c3cccc(S(=O)(=O)N4CCOCC4)c3)CC2)cc1	-2.9
52	Cc1ccc(NC(=O)C(C)N2CCCc3ccccc32)cc1S(=O)(=O)N1CCOCC1 (stereo not given)	-7.4
53	CCOc1cc(/C=N/Nc2nncc(-c3ccccc3)n2)ccc1O	-0.3
54	Cc1csc(NC(=O)CSc2nnc(-c3ccccc3)o2)n1	0.4
55	O=C(NCc1ccccc1)c1ccc(NC(=O)C2CCCCC2)cc1	-2.0
56	CCc1cc(=O)oc2cc(C)c3c(C)coc3c12	8.5
57	COC(=O)c1ccc(-n2nnnc2SCC(=O)NCc2cccc(C(=O)O)c2)cc1	-0.1
58	COc1ccc(NC(=O)Cn2nnc(-c3ccccc3NS(=O)(=O)c3ccc(OC)cc3)n2)cc1	2.1
59	NC(=O)CCS(=O)(=O)c1ccc(Cl)cc1	0.4
60	Nc1nc(N)nc(-c2cc(F)ccc2O)n1	-0.3

# An excerpt from above in order of molecular weight, smallest number first.
no.	Structure	TbREL1 inh
60	Nc1nc(N)nc(-c2cc(F)ccc2O)n1	-0.3
55	O=C(NCc1ccccc1)c1ccc(NC(=O)C2CCCCC2)cc1	-2.0
52	Cc1ccc(NC(=O)C(C)N2CCCc3ccccc32)cc1S(=O)(=O)N1CCOCC1 (stereo not given)	-7.4

# Following part
no.	Structure	TbREL1 inh
61	Cc1ccc2c(c1)[C@H]1[C@H](CO2)[C@H](c2ccccc2)[C@]2(C)C(=O)N(Cc3ccco3)CC(=O)N12	1.4
62	C/C(=N/NC(=O)c1ccc(C)s1)c1cccc(NC(=O)COc2ccc(Cl)cc2C)c1	-0.5
63	O=c1nc2ccccc2c2n1CC(CN1CCN(c3ccccc3F)CC1)N2 (stereo not given)	-3.2
64	O=C1CCC(C(=O)N2CCCCCC2)CN1CCc1ccc(Cl)cc1 (stereo not given)	2.6
65	COc1cc(C(=O)N/N=C(\Cc2ncc[nH]2)c2ccccc2)cc(OC)c1OC	0.8
66	O=C1C(Cc2ccccc2)Nc2ncnc(N3CCCCC3)c2N1Cc1ccccc1 (stereo not given)	2.0
67	CCOC(=O)N1CCN(S(=O)(=O)c2ccc3[nH]cc(C(=O)O)c(=O)c3c2)CC1	0.3
68	O=C(NC1CCCCCCC1)c1ccccc1O	-1.3
69	Nc1nc(=O)n([C@@H]2CS[C@H](CO)O2)cc1F	-0.1
70	O=C(COC(=O)CC1CCCCC1)Nc1c(Cl)cccc1Cl	-0.2
71	O=C(Nc1cccc(CNCCc2c[nH]c3ccccc23)c1)c1ccccc1Cl	1.2
72	Cc1nn(-c2ccccc2)c(C)c1/C=N/N1CCN(c2ccccn2)CC1	3.3
73	N#Cc1ccc(C(=O)Nc2cc(-c3ccccc3)nn2-c2ccccc2)cc1	1.1
74	Cc1cccc(NC(=O)/C(C#N)=C/c2cn(CC(=O)NCc3ccco3)c3ccccc23)c1	1.1
75	COc1cccc(CNC(=O)CCCN2C(=O)COc3ccc(C)cc32)c1OC	-0.4
76	O=C(NC1CCCCC1)C1CCCN1S(=O)(=O)c1cccc2nsnc12 (stereo not given)	-2.8
77	CSc1ccc(/C=C(/NC(=O)c2ccc(C)cc2)C(=O)Nc2cccc(F)c2)cc1	4.4
78	CCN1CCN(S(=O)(=O)c2ccc(Cl)c(C(=O)NC(C)(C)C)c2)CC1	-3.7
79	N#CCCCSc1nnc(-c2ccccn2)o1	-0.6
80	COC(=O)[C@]12C[C@H](CC(=O)N3CCN(C(=O)C4CC4)CC3)C(=O)N(Cc3cccc4ccccc34)C1=C[C@H](C1CCCC1)O[C@@H]2C	5.3
81	Brc1ccc(C2CC(c3ccccc3)=Nc3ccccc3N2)cc1 (stereo not given)	-0.2
82	COc1ccc(CN(C(=O)c2ccc(CN3CCOCC3)o2)C(C(=O)NCC2CCCO2)c2ccc(F)cc2)cc1 (stereo not given)	-0.5
83	CCC(C)NC(=O)C1CCN(S(=O)(=O)c2cccc3cccnc23)CC1 (stereo not given)	-0.3
84	COCc1c(C(=O)NCC2COc3ccccc3O2)oc2ccccc12 (stereo not given)	7.5
85	O=C(Cn1nnc2ccccc2c1=O)Nc1cccc(S(=O)(=O)N2CCOCC2)c1	-0.7
86	O=C(CN1C(=O)NC2(CCc3ccccc32)C1=O)c1ccccc1 (stereo not given)	0.0
87	CCOC(=O)c1cnc(SCC(=O)c2ccccc2)nc1N	1.1
88	CCN(CC)C(=O)c1csc([C@H]2C[C@H](O)[C@@H](CO)O2)n1	-2.8
89	CCOC(=O)N=S(=O)(Oc1ccc([N+](=O)[O-])cc1)c1ccccc1 (stereo not given)	-0.2
90	CC1CCCCN1C(=O)C(=O)c1cn(CC(=O)N2CCCCCC2)c2ccccc12 (stereo not given)	-1.0
91	O=C(CN1C(=O)COc2ccccc21)NCC1CCCO1 (stereo not given)	-1.9
92	CCOc1cccc(/C(O)=C2/C(=O)C(=O)N(Cc3ccco3)C2c2ccncc2)c1 (stereo not given)	-0.9
93	CCc1ccc(OCCCC(=O)Nc2nnc(C3CCCO3)s2)cc1 (stereo not given)	-3.7
94	Nc1ccc(CCc2nc3ccccc3o2)cc1	-3.6
95	CCn1cc(CN2CCC(C(=O)Nc3cccc(-c4cccc(OC)c4)c3)CC2)cn1	-0.9
96	CC(C)(C)c1ccc(OCCC(=O)Nc2ccc(N3CCOCC3)cc2N2CCOCC2)cc1	-4.1
97	COCCCN(C(=O)c1ccccc1F)c1nc(-c2ccc(OC)cc2)cs1	-1.1
98	COc1cc2c(cc1OC(C)=O)CCCCC2=O	-3.6
99	CCOc1ccc(-c2c(=O)n(OCc3ccccn3)c3ccccc3[n+]2[O-])cc1	0.6
100	CC1(C(=O)Nc2ccc(Cl)cc2)Cc2c(-c3ccc(C(N)=O)cc3)ccnc2O1 (stereo not given)	-1.8
101	CCCCn1nc(C(=O)N(CC)CC(=O)Nc2c(F)cccc2F)c2ccccc2c1=O	-2.2
102	Cc1ccc(C(=O)/C=C\Nc2ccc(C)c(C)c2)cc1	1.0
103	NC(=O)C1CCN(C(=O)CCNS(=O)(=O)c2ccccc2F)CC1	7.1
104	COc1ccc(-c2nn3c(COc4ccccc4)nnc3s2)cc1OC	0.4
105	Cc1csc(SCC(=O)c2c(N)n(CC(C)C)c(=O)n(C)c2=O)n1	-1.8
106	CN(C(=O)COC(=O)C1(C)CC1(Cl)Cl)c1c(N)n(Cc2ccccc2)c(=O)[nH]c1=O (stereo not given)	-0.4
107	COc1ccccc1-c1c(C)oc2c(CN3CCCC(C)C3)c(O)ccc2c1=O (stereo not given)	-1.9
108	COc1ccc([C@@H]2[C@@H]3C(=O)N(C(C)(C)C)C(=O)[C@@H]3[C@]3(Cc4ccc(Cl)cc4)C(=O)N(c4ccc(OC)cc4)C(=O)N23)cc1	-0.5
109	O=C(NCc1cccs1)c1ccc(-c2ccc(F)c(F)c2)c2ccoc12	3.0
110	CC(C)=CCCC(C)c1cc(C(=O)NCCc2ccc(O)cc2)c(N)s1 (stereo not given)	-1.5
111	CCCS(=O)(=O)c1c(S(=O)(=O)CCC)c2ccc(C(C)=O)cn2c1C(=O)OC	-0.4
112	CCCCN(C(=O)Cn1nnc2ccccc21)C(C(=O)NCc1ccco1)c1ccncc1 (stereo not given)	-3.1
113	COc1ccc(Cl)cc1S(=O)(=O)Nc1ccncc1	8.0
114	COc1ccccc1C(C(=O)NC1CCCC1)N(C(=O)c1csnn1)C1CC1 (stereo not given)	2.4
115	CCN(CC(=O)NCc1cccs1)c1ccc(S(=O)(=O)N2CCN(C)CC2)cn1	-0.9
116	COc1c(OC2OC(C(=O)O)C(O)C(O)C2O)cc(O)c2c(=O)cc(-c3ccccc3)oc12 (stereo not given)	3.0
117	O=C(NC(=S)NCc1ccc2c(c1)OCO2)c1ccccc1	0.3
118	CN(C)c1ccnc(SCc2ccccc2Cl)c1C#N	2.7
119	CCOC(=O)C1(CCCc2ccccc2)CCN(C(=O)CCOC)CC1	0.0
120	CC(C)Oc1ccc(N2CC(C(=O)Nc3ccccc3C(=O)NC3CC3)CC2=O)cc1 (stereo not given)	0.3

# Carrying on.
no.	Structure	TbREL1 inh
121	COc1ccc(C(C)(C)C)cc1NC(=O)CCNC(=O)c1ccco1	0.9
122	CN(C)c1ccc(NC(=S)NC23CC4CC(CC(C4)C2)C3)cc1	-6.2
123	CC(C)[C@@H]1Cc2[nH]c(=S)[nH]c(=O)c2[C@H](CCc2ccccc2)O1	-4.1
124	CN(C)C(=O)N1CCN(C(=O)[C@H]2O[C@@H](n3ccc(N)nc3=O)[C@H](O)[C@@H]2O)CC1	0.0

# Reformatted with values ahead of the structure: part of the list above.
No. | TbREL1 inh | mol
121 | 0.9 | COc1ccc(C(C)(C)C)cc1NC(=O)CCNC(=O)c1ccco1
123 | -4.1 | CC(C)[C@@H]1Cc2[nH]c(=S)[nH]c(=O)c2[C@H](CCc2ccccc2)O1
124 | 0.0 | CN(C)C(=O)N1CCN(C(=O)[C@H]2O[C@@H](n3ccc(N)nc3=O)[C@H](O)[C@@H]2O)CC1
122 | -6.2 | CN(C)c1ccc(NC(=S)NC23CC4CC(CC(C4)C2)C3)cc1

# Screens deposited in PubChem by The Scripps Research Institute Molecular Screening Center.
